PglD DTNB = inhibitors of Campylobacter jejuni PglD acetyltransferase. 360,000 compounds, 0.098% hits. purified PglD enzyme, DTNB colorimetric CoA detection. inhibition, % at 12.5 µM; in the data active = inhibition above about 16%, passing the limit was not always enough; also: strong numbers were not always called active
Cneo AK release = Cryptococcus neoformans lysis via adenylate kinase release; C. neoformans lysis, adenylate kinase release luminescence, 4 h; normalised: neutral wells 0, clomiphene wells 100; lysis activity, % at 15 µM; 360,000 compounds, 0.2% hits;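 active = mean lysis activity across replicates of at least 80%, whatever share of replicates individually reach that level; inactive = mean lysis activity below 80%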
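Assay system: C. neoformans cells. Amount: yeast cell density of 5 × 10^6 cells/mL. Technique: AK luminescence. Buffer or medium: YPD. Times: static 4 h at 37 °C with compound, 1 h detection. Dosing: single-point compound dose. Read-out: lysis from increased AK signal.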
E-sel inducer = induces E-selectin expression in human endothelial cells; HUVEC E-selectin immunofluorescence imaging; normalized: neutral wells 0, TNF-alpha wells 100; activation, % at 7.58 µM; 260,000 compounds, 0.37% hits; AID 686992;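 active = mean E-selectin-positive cell signal at least 10% of the positive control, reached in at least 60% of replicates, without over 20% cell loss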;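 also: in these data hits start at about 27%; measured in HUVEC primary endothelial cells; signal is the percent of cells scored E-selectin positive by PE staining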
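System: HUVEC / Compound: single concentration / Signal: immunofluorescence imaging / Read-out: percent E-selectin-positive cells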
ERAP1 HTS inh = blocks human ERAP1 aminopeptidase activity; Q9NZ08; recombinant ERAP1, Leu-AMC fluorescence, 60 min; inhibition, % at 10.7 µM; 340,000 compounds, 0.15% hits; AID 652197;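 active = mean replicate inhibition of at least 30%, or all replicates individually reaching that 30% level; inactive = mean below 30% and not every replicate reaching it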;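 also: 0% = neutral control wells and 100% = L-leucinethiol positive control wells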
Target sequence (Q9NZ08 whole entry, looked up): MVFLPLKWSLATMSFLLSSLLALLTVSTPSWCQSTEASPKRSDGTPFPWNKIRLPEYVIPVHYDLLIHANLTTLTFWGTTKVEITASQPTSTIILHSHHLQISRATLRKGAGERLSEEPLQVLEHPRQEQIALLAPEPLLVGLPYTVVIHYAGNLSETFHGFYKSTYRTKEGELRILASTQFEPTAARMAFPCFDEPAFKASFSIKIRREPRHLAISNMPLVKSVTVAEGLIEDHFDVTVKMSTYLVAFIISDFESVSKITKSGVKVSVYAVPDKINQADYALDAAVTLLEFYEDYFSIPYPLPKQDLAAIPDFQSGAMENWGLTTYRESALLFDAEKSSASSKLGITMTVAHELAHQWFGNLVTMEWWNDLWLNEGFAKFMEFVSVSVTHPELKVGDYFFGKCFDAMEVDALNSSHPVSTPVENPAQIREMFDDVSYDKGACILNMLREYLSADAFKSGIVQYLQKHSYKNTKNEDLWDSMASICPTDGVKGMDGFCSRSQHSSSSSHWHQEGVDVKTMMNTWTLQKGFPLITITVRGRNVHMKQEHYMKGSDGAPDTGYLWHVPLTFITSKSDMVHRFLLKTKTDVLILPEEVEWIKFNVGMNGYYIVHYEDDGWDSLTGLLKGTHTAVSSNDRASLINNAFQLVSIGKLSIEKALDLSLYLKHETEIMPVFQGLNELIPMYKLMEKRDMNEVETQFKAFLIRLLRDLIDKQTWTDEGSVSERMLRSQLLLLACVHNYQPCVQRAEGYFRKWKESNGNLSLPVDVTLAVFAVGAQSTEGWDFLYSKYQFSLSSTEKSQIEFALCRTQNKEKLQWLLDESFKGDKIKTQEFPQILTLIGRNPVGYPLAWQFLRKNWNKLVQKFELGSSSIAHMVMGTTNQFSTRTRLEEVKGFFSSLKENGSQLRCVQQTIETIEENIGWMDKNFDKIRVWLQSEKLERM
PGC1a acetyl inh = PGC1a acetylation modulation, inhibitor mode | U2OS PGC1a acetylation, AlphaScreen anti-acetyl-lysine; with virally co-expressed GCN5 acetyltransferase | inhibition, % at 15.6 µM | 350,000 compounds, 0.17% hits;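 active = every replicate shows inhibition of at least 40%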;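 also: 0% = neutral control wells and 100% = positive control wells; some results beyond the cut were filed as inactive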
miR-122 sensor = inhibitors of miR-122 in Huh7 cells; Huh7 miR-122 Renilla luciferase sensor, 48 h; neutral wells = 0, positive control = 100; activation (reporter increase), % at 12.5 µM; 340,000 compounds, 0.3% hits; AID 602342;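 active = mean replicate activation score at least 90 and every replicate individually at or above 90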;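 also: higher luciferase means less miR-122 activity so hits act as miR-122 inhibitors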
RAD54 branch = inhibitors of human RAD54 branch migration; Q92698; RAD54 Holliday junction branch migration, FAM/BHQ fluorescence; inhibition, % at 10.4 µM; 360,000 compounds, 0.14% hits; AID 602329;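 active = mean normalized replicate activity at least 40 and at least half of replicates scoring 40 or more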;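 also: 0% = median of neutral control wells and 100% = median of positive control wells; inhibitors cause a drop in the FAM fluorescence signal; in these data hits start at about 50%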
RAD52 inh = blocks human RAD52 DNA annealing | inhibition, % at 18.7 µM | 360,000 compounds, 0.46% hits | P43351 | recombinant RAD52 DNA annealing, FRET fluorescence | AID 651710;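 active = every replicate showing at least 50% inhibition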
* = called active by the depositor; · = not tested or not shown; & = joins results of further samples; [ ] = remark or other dose.

SMILES	PglD DTNB	Cneo AK release	E-sel inducer	ERAP1 HTS inh	PGC1a acetyl inh	miR-122 sensor	RAD54 branch	RAD52 inh
CCC(=O)N1CCN=C1SCc1ccc(F)cc1	4	-1	0.8	-2	1	·	2	-20
O=C(NCCc1ccc(Cl)cc1)C1CCN(S(=O)(=O)c2ccc(Br)s2)CC1	·	·	5.9	-3	6	·	·	-18
CN1CCN(C(=O)/C(=C/c2cn(S(=O)(=O)N(C)C)c3ccccc23)NC(=O)c2ccccc2Cl)CC1	-2	-1	·	-3	-3	1	-22	-9
CCN(CC)S(=O)(=O)c1ccc(Cl)c(C(=O)OC2CC(C)OC2=O)c1 (configuration not stated)	-1	0	0.0	5	·	·	-10	-1
Nc1ccc(CSc2ccc(Cl)cc2)c(Cl)c1	7	3	·	-1	-11	·	14	-52
C[C@@H]1CN([C@H](C)CO)C(=O)c2cc(C3=CCCC3)cnc2O[C@H]1CN(C)C(=O)Cc1ccncc1	-1	-1	-0.3	1	3	19[16.7 µM]	4	6
Cc1ccnc(NC(=O)C2CCN(S(=O)(=O)c3ccc(Cl)c(C(F)(F)F)c3)CC2)c1	0	2	0.4	-4	-6	-3	1	-8
CCOC(=O)c1cc(-c2ccc([N+](=O)[O-])cc2)nc2c1c(=O)[nH]c(=O)n2Cc1ccccc1	5	3	·	-3	0	-3	5	-2
Cc1nn(C)cc1S(=O)(=O)N1CCN(Cc2cccc(Cl)c2)CC1	·	·	0.1	2	9	·	·	-23
CC(NC(=S)Nc1ccccc1Cl)C(c1cccs1)N1CCCC1 (configuration not stated)	3	1	1.9	-1	·	25	1	-4
COc1ccc(NC(=O)c2ccccc2Cl)cc1NC(=O)CN1CCOCC1	5	-3	·	·	12	5	-7	·
N#Cc1ccccc1Cn1c(=O)n(Cc2ccc(C(=O)NCc3ccco3)cc2)c(=O)c2sccc21	-4	2	·	·	1	8	8	-26
COC(=O)CNC(=O)Cn1nc(C)c([N+](=O)[O-])c1C	·	·	0.9	2	-1	·	·	-9
Cc1ccccc1S(=O)(=O)NCC[C@H]1CC[C@@H](NC(=O)C2CC2)[C@H](CO)O1	-1	-6	-0.1	1	3	·	1	4
O=C(c1ccccc1F)N(Cc1ccccc1)Cc1ccccc1	4	-1	0.5	-1	-31	4	-8	4
COc1ccc(S(=O)(=O)Nc2ccc3c(c2)C(=O)N(C)C[C@@H](OC)[C@H](C)CN[C@@H](C)CO3)cc1	2	-8	0.7	-3	-16	·	2	-3
COc1cccc(-c2ccc3c(c2)O[C@H](CN(C)Cc2ccncc2)[C@H](C)CN([C@H](C)CO)S3(=O)=O)c1	-1	-3	1.0	0	-8	-11[16.7 µM]	-5	20
COc1cc(NC(=O)CCC(=O)c2cccs2)cc(OC)c1	-4	1	0.7	2	·	·	-1	-54
CC(=O)Nc1ccc(NC(=O)CN(c2cccc(C)c2)S(C)(=O)=O)cc1	0	3	·	·	5	1	-18	·
COc1ccc(NC(=O)N[C@@H]2CC[C@H](CCn3cc(-c4ccccn4)nn3)O[C@@H]2CO)cc1	-2	4	0.2	1	-9	-6[16.7 µM]	5	-2
C/C=N\NC(=O)COc1cc(C)ccc1C	·	·	·	-3	-11	1	·	-9
Cc1cc(C)n(C(=O)CN(C)S(=O)(=O)c2ccc([N+](=O)[O-])cc2)n1	-3	1	·	1	-3	·	4	-4
COc1ccc(C(=O)Nc2ccc3c(c2)nc(CCNC(C)=O)n3C)cc1	-2	-4	·	·	-15	-3	-2	·
C[C@H](CO)N1C[C@H](C)[C@H](CN(C)Cc2ccc(-c3ccccc3)cc2)Oc2c(NC(=O)C3CC3)cccc2C1=O	-3	19	-0.5	1	-10	2[16.7 µM]	-4	10
Cc1noc(C)c1S(=O)(=O)N(C)C[C@H]1OCCCC[C@@H](C)Oc2ccc(NS(=O)(=O)c3cccs3)cc2C(=O)N([C@@H](C)CO)C[C@@H]1C	-23	-5	0.2	6	5	3[16.7 µM]	0	-211
CCOC(=O)N1CCN(C(=O)CCCOc2ccccc2)CC1	1	0	·	·	7	-7	-13	·
OCc1nc2ccccc2n1CC(O)Cn1ccc2ccccc21 (configuration not stated)	-2	-1	·	·	-13	-5	0	·
C=CCn1c(SCC(=O)N(CCOC)c2c(N)n(CC(C)C)c(=O)[nH]c2=O)nc2ccccc21	2	1	·	-3	·	3	5	-2
CC(C)NC(=O)c1ccccc1NC(=O)/C=C/c1ccc([N+](=O)[O-])cc1	0	1	·	·	-3	-1	-7	·
COc1ccc(CCN(C)C2CCCN(S(=O)(=O)N(C)C)C2)cc1OC (configuration not stated)	-15	1	·	-1	·	-26	6	-21
Cc1ccc(OCC(=O)Nc2nnc(S(=O)(=O)N3CCC(C)CC3)s2)cc1	8	2	·	-1	·	·	-6	-15
CCOC(=O)c1c(O)c2ccccc2n(-c2ccccc2)c1=O	10	0	·	·	-10	3	-9	·
C[C@@H]1CN([C@@H](C)CO)S(=O)(=O)c2ccc(-c3cccc(C#N)c3)cc2O[C@@H]1CN(C)C(=O)Nc1cc(F)ccc1F	-46	1	-0.3	1	21	28[16.7 µM]	-2	-2
COCCN(Cc1ccccc1)C(=O)c1ccc2c(=O)n3c(nc2c1)CCC3	-2	4	-0.1	-4	6	6	4	-10
C[C@@H]1CN([C@@H](C)CO)C(=O)CCCn2nncc2CO[C@@H]1CN(C)S(=O)(=O)c1ccc(-c2ccccc2)cc1	-1&0&-2	-1&-1&-11	-0.1&0.5	1&-1&-2	8&2&8	-2	-10&1&-4	-9&16&6
CCCCCC(=O)Nc1ccc(C(=O)COC(=O)Cn2cnc3c2c(=O)n(C)c(=O)n3C)cc1	1	-1	1.6	-3	3	-4	-6	2
Cc1noc(C)c1NC(=O)Nc1cccc2c1O[C@H](CN(C)Cc1ccc3c(c1)OCO3)[C@@H](C)CN([C@H](C)CO)C2=O	1	-1	-2.8	-6	-15	7[16.7 µM]	4	-3
c1ccc2c(c1)CNC1(CCCCC1)C2	-5	-1	·	·	-3	-2	-2	·
CC1CCc2c(sc(NC(=O)CCCn3cnc([N+](=O)[O-])n3)c2C(N)=O)C1 (configuration not stated)	·	·	3.8	-2	-8	1	·	-4
COCC(=O)N(C)C[C@@H]1Oc2ncc(-c3ccccc3OC)cc2C(=O)N([C@@H](C)CO)C[C@H]1C	2	-2	0.1	0	0	0[16.7 µM]	6	3

Ordered by SMILES length (smallest number first): part of the list above
SMILES	PglD DTNB	Cneo AK release	E-sel inducer	ERAP1 HTS inh	PGC1a acetyl inh	miR-122 sensor	RAD54 branch	RAD52 inh
C/C=N\NC(=O)COc1cc(C)ccc1C	·	·	·	-3	-11	1	·	-9
CCOC(=O)N1CCN(C(=O)CCCOc2ccccc2)CC1	1	0	·	·	7	-7	-13	·
COc1cc(NC(=O)CCC(=O)c2cccs2)cc(OC)c1	-4	1	0.7	2	·	·	-1	-54
CCOC(=O)c1c(O)c2ccccc2n(-c2ccccc2)c1=O	10	0	·	·	-10	3	-9	·
COc1ccc(NC(=O)c2ccccc2Cl)cc1NC(=O)CN1CCOCC1	5	-3	·	·	12	5	-7	·
COc1ccc(CCN(C)C2CCCN(S(=O)(=O)N(C)C)C2)cc1OC (configuration not stated)	-15	1	·	-1	·	-26	6	-21
CCN(CC)S(=O)(=O)c1ccc(Cl)c(C(=O)OC2CC(C)OC2=O)c1 (configuration not stated)	-1	0	0.0	5	·	·	-10	-1
CC(C)NC(=O)c1ccccc1NC(=O)/C=C/c1ccc([N+](=O)[O-])cc1	0	1	·	·	-3	-1	-7	·
Cc1ccccc1S(=O)(=O)NCC[C@H]1CC[C@@H](NC(=O)C2CC2)[C@H](CO)O1	-1	-6	-0.1	1	3	·	1	4
C=CCn1c(SCC(=O)N(CCOC)c2c(N)n(CC(C)C)c(=O)[nH]c2=O)nc2ccccc21	2	1	·	-3	·	3	5	-2
C[C@@H]1CN([C@H](C)CO)C(=O)c2cc(C3=CCCC3)cnc2O[C@H]1CN(C)C(=O)Cc1ccncc1	-1	-1	-0.3	1	3	19[16.7 µM]	4	6
C[C@H](CO)N1C[C@H](C)[C@H](CN(C)Cc2ccc(-c3ccccc3)cc2)Oc2c(NC(=O)C3CC3)cccc2C1=O	-3	19	-0.5	1	-10	2[16.7 µM]	-4	10
C[C@@H]1CN([C@@H](C)CO)C(=O)CCCn2nncc2CO[C@@H]1CN(C)S(=O)(=O)c1ccc(-c2ccccc2)cc1	-1&0&-2	-1&-1&-11	-0.1&0.5	1&-1&-2	8&2&8	-2	-10&1&-4	-9&16&6

(list continues)
SMILES	PglD DTNB	Cneo AK release	E-sel inducer	ERAP1 HTS inh	PGC1a acetyl inh	miR-122 sensor	RAD54 branch	RAD52 inh
C/C(=N\N=C(/N)c1nonc1N)c1ccc2c(c1)OCO2	-15	-10	·	3	-5	-4	-8	-11
COc1ccc(-c2cc(C(=O)N3CCN(c4ccccc4)CC3)no2)cc1	-4	-3	·	-1	·	-5	1	-12
O=C(C[C@H]1CC[C@H]2[C@@H](COC[C@H](O)CN2Cc2nccs2)O1)NCc1ccc(F)cc1	2	0	-0.1	-1	6	-6[16.7 µM]	4	-15
CS(=O)(=O)Nc1ccc2c(c1)[C@H]1C[C@@H](CC(=O)NCc3cccnc3)O[C@@H](CO)[C@H]1O2	0	-1	-0.5	0	-14	-1[16.7 µM]	-14	-7
O=C(CC1Sc2ncnn2C1=O)Nc1ccccc1 (configuration not stated)	2	1	·	4	4	-3	-2	0
Cc1c(Cl)cccc1NC(=S)NNc1ncc(C(F)(F)F)cc1Cl	4	-1	·	·	8	-4	0	·
O=C(Nc1ccc2ccccc2c1)c1onc2c1CCCC2	-3	-6	·	·	-7	3	-4	·
CN1C(=O)NC(c2ccccc2)C2=C1CN(c1ccc3ccccc3c1)C2=O (configuration not stated)	-3	1	·	·	7	-4	3	·
CCn1cc(C2=NOC(C(=O)Nc3ccc4c(c3)OCO4)C2)c(C)n1 (configuration not stated)	-13	0	·	·	1	-4	5	·
OCCN1CCN(c2ncnc3c2ncn3[C@H]2CN(Cc3cccc(C(F)(F)F)c3)C[C@@H](CO)O2)CC1	-2	3	0.0	-2	·	-5	4	-5
COc1ccc(-c2nnc(SCC(=O)N3CCc4ccccc4C3)o2)cc1	2	1	·	·	5	-1	-12	·
Cc1ccc(-c2noc(CCC(=O)NC3CCCC3)n2)cc1	2	53	·	-1	-7	-3	7	-17
Nc1ncccc1OCc1ccc(Br)cc1	·	·	-0.2	0	10	·	·	-33
CCCCC(=O)NC(c1ccc(N(C)C)cc1)c1ccc2cccnc2c1O (configuration not stated)	-123	-1	0.0	-1	-4	-23	0	-17
O=C(COc1ccc(S(=O)(=O)NC2CCCCC2)cc1)NCc1ccccn1	6	0	·	·	-18	41	1	·
CC(=O)N1CCOc2ccc(S(=O)(=O)N3CCC(C(=O)NCc4ccc(F)cc4)CC3)cc21	0	2	-0.6	0	2	-2	-6	-4
